Assay outcomes from PubChem.
GSK3A inh: blockers of GSK3A enzyme activity – biochemical, luminescence, cell-free homogeneous, HTS, primary screen | Glycogen synthase kinase-3 alpha (Homo sapiens), P49840 | GSK-3 alpha kinase, ADP-Glo luminescence, 60 min | inhibition, % at 10 µM | 320,000 compounds, 0.1% hits | AID 2650, 2010;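 in the data active means inhibition above about 50%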;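 further: GST-tagged GSK-3 alpha with peptide substrate and 25 µM ATP; 0% = DMSO neutral wells and 100% = GW8510 positive control wells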
hERG protect: hERG rescue from dofetilide block, primary screen, cell-based, CHO-hERG, FluxOR thallium flux, dofetilide IC70 | Voltage-gated inwardly rectifying potassium channel KCNH2 (Homo sapiens), Q12809 | dofetilide IC70 present | activation (rescue from dofetilide block), less the hit threshold, % at 10 µM | 310,000 compounds, 0.51% hits | AID 1511, 2009;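 active means activation above the mean of controls blocked by dofetilide plus 5 SD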;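 further: thallium influx through hERG after potassium depolarization seen as dye fluorescence rise; in these data hits start at about 4.7%; inactives centre near -7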
DYRK1A inh: rat Dyrk1A kinase inhibitors, primary screen, biochemical, single point, plate reader; Dual specificity tyrosine-phosphorylation-regulated kinase 1A (Rattus norvegicus), Q63470; ADP-Glo luminescence, NFATc1 peptide; inhibition, % at 12.5 µM; 310,000 compounds, 0.43% hits; AID 504441, 2011; in the data active means inhibition above about 50%;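 further: plate controls were vehicle with enzyme for no effect and no enzyme for full effect; many of its hits are not listed in these tables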
RGS4 pot: RGS4 potentiators or activators, primary screen, cell-based, HEK293 M3R inducible RGS4, calcium flux; carbachol calcium flux Fluo4; active compounds read low; B-score at 10 µM; 310,000 compounds, 0.92% hits;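 active means B-score of the integrated calcium signal more than 4 SD below the library mean, with starting fluorescence not abnormally high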;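 further: negative B-score means reduced calcium response which marks RGS4 activation or potentiation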
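Test system: HEK293 cells with stable M3R and inducible RGS4; also added: carbachol at ECmax as muscarinic agonist stimulus; schedule: dye loading 30 min 37 °C, buffer rest 30 min RT; technique: kinetic calcium fluorescence imaging with Fluo4-AM dye, 2 µM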
KCNK3 block: human KCNK3 channel inhibitors, primary screen, CHO cells, FluxOR thallium flux, B-score. Potassium channel subfamily K member 3 (Homo sapiens), O14649. FluxOR fluorescence; active compounds read low. B-score at 10 µM. 340,000 compounds, 0.84% hits. AID 602410, 2012;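 active means B-score under library mean minus 4 SD, starting fluorescence ratio at most library mean plus 5 SD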;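 further: more negative B-score means stronger inhibition of thallium flux through KCNK3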
Target sequence (O14649 whole entry, looked up): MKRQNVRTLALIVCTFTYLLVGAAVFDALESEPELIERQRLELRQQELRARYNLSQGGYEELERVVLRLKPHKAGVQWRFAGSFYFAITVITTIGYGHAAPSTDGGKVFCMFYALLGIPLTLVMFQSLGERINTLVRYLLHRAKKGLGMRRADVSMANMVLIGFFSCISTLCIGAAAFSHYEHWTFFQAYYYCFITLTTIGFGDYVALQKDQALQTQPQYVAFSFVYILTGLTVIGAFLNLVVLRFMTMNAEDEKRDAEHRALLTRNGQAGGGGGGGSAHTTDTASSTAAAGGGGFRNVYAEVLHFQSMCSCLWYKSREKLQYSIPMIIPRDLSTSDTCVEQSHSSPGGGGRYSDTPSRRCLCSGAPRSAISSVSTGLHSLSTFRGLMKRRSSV
KCNK9 block: KCNK9 potassium channel inhibitors, primary screen, HEK293 cells, thallium flux | Potassium channel subfamily K member 9 (Homo sapiens), Q9NPC2 | FluxOR thallium flux fluorescence; active compounds read low | B-score at 10 µM | 310,000 compounds, 1.2% hits | AID 488922, 2010;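 active means ratio B-score over 3 SD below the library mean, with starting fluorescence within 5 SD of its mean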;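 further: negative B-score means less thallium flux so channel inhibition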
KCNQ1 block: inhibitors of human KCNQ1 channel, primary screen, cell-based, thallium flux, high-throughput; AID 2642, 2010; 310,000 compounds, 1.3% hits; Potassium voltage-gated channel subfamily KQT member 1 (Homo sapiens), P51787; CHO-K1 KCNQ1, FluxOR thallium flux fluorescence; active compounds read high; B-score at 10 µM;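 active means compounds whose thallium flux B-score, printed positive for inhibition, exceeds three library SD while starting fluorescence stays within three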;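 further: channel opened by potassium depolarization with thallium stimulus after 20 min compound exposure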
PolyA inh: polyadenylation inhibitors in yeast reporter cells, primary screen, luminescence, S. cerevisiae; S. cerevisiae SKY197-pL101 polyadenylation reporter, beta-gal luminescence; efflux-impaired pdr1/pdr3 knockout yeast; score 100 = 6 SD above DMSO; 300,000 compounds, 0.02% hits; calls only at 12 µM;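 active means lowest replicate activity score at least 50, where 100 means six control SD above control mean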;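 further: yeast exposed to compound for 9 h at 30 °C; higher score means more reporter readthrough which indicates perturbed polyadenylation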
RGS4 block: RGS4 inhibitors, primary screen, cell-based, HEK293 M3R inducible RGS4, calcium flux; Regulator of G-protein signaling 4 (Homo sapiens), P49798; 310,000 compounds, 0.45% hits; B-score at 10 µM; Fluo-4 calcium flux; active compounds read high; triggered by carbachol at its EC20;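 active means B-score, a plate-corrected calcium signal, over three deviations above library mean, with baseline fluorescence within five deviations of library mean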;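 further: RGS4 expression induced by doxycycline in cells with stable M3 receptor; B-score is computed from the integrated fluorescence ratio over baseline after carbachol; higher B-score means a larger calcium signal and so more RGS4 inhibition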
Target sequence (P49798 whole entry, looked up): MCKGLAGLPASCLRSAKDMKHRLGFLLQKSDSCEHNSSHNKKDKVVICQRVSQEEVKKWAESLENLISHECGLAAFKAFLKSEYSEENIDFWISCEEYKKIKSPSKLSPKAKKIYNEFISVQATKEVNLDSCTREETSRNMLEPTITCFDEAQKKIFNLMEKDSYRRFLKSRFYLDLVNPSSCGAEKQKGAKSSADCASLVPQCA
GSK3B inh: human GSK3beta kinase inhibitors, primary screen, biochemical, cell-free homogeneous, HTS | Glycogen synthase kinase-3 beta (Homo sapiens), P49841 | AID 2097, 2009 | activity score (negative = inhibition), % at 10 µM | 300,000 compounds, 0.038% hits | GST-GSK3beta kinase, ADP-Glo luminescence, 60 min; active compounds read low;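 active means more than half of replicate wells score below -50%, meaning over 50% inhibition versus plate controls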;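 further: 0% = median DMSO wells and -100% = median GW8510 positive control wells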
Target sequence (P49841 whole entry, looked up): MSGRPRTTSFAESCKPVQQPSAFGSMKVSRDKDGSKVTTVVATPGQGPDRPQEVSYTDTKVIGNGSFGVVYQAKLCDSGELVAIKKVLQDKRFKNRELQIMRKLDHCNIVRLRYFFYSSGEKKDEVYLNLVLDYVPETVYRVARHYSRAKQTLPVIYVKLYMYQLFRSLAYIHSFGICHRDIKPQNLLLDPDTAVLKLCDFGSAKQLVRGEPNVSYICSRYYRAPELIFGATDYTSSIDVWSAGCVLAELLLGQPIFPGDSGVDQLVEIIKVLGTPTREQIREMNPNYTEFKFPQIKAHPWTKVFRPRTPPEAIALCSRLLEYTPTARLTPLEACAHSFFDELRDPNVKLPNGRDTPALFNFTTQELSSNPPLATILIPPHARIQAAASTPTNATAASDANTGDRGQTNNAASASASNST
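test system = GST-tagged human GSK3beta kinase, cell-free | reagent = 25 µM ATP with peptide substrate | dosing = one dose of 10 µM per compound | schedule = 60 min reaction, RT | detection = luminescent ADP-Glo measurement of ADP formed | control set = DMSO neutral wells and GW8510 at 20 µM as positive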
KCNQ1 act: potentiators or activators of KCNQ1 channel, primary screen, cell-based, thallium flux, high-throughput; Potassium voltage-gated channel subfamily KQT member 1 (Homo sapiens), P51787; CHO-K1 KCNQ1, thallium flux FluxOR fluorescence; active compounds read high; B-score at 10 µM; 310,000 compounds, 0.35% hits; AID 2648, 2010;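 active means fluorescence ratio B-score, a plate-corrected score, at least three library SD, with initial intensity B-score within 5 SD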
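Assay system: CHO-K1 cells stably expressing KCNQ1. Medium: assay buffer for compound exposure, DMSO matched across wells. Timing: 37 °C overnight plating, 90-min dark dye load, 20-min compound pretreatment. Signal: kinetic FluxOR fluorescence, 10 s baseline plus 110 s post-stimulus.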
An asterisk follows results filed as active; i = inactive; nt = not tested or not shown. Only part of the results is shown; count on the stated rates, not on these rows.

SMILES | GSK3A inh | hERG protect | DYRK1A inh | RGS4 pot | KCNK3 block | KCNK9 block | KCNQ1 block | PolyA inh | RGS4 block | GSK3B inh | KCNQ1 act
O=C(c1ccc(Oc2ccc([N+](=O)[O-])cc2)cc1)N1CCCCCC1 | -5 | -9 | -2 | i | i | i | i | i | i | 0 | i
COc1cc(/C=N/NC(=O)c2ccncc2)ccc1OCCN1CCCCC1 | 0 | -12 | 5 | i | i | i | i | i | i | -1 | i
COc1cc(/C=N/NC(=O)c2cccnc2)ccc1OS(=O)(=O)c1ccc(C)cc1 | -2 | -4 | -1 | i | i | i | i | i | i | 1 | i
COc1ccccc1N1CCN(S(=O)(=O)CCNC(=O)C2CCCCC2)CC1 | 4 | -10 | 9 | i | i | i | i | i | i | 4 | i
O=C(Nc1ccon1)c1ccc(OC2CCCC2)cc1 | 0 | -10 | 0 | i | i | i | i | i | i | 2 | i
CC(C)(C)NC(=O)c1ccc2nsnc2c1 | 0 | -12 | 2 | i | i | i | i | i | i | -2 | i
CCn1nc(C)c(CNC(=O)Nc2ccc3c(c2)OCO3)c1C | -1 | -12 | nt | i | i | i | i | i | i | -3 | i
COc1cccc(OCc2cc(C(=O)NC(C)c3cnn(C)c3C)no2)c1 (configuration not stated) | -2 | -9 | -2 | i | i | i | i | i | i | -1 | i
CN(C)S(=O)(=O)c1cc(NC(=O)c2cc(=O)[nH]c3ccccc23)ccc1Cl | 1 | -13 | nt | i | nt | i | i | i | i | -2 | i
O=C(CSc1nc2c(sc3ccccc32)c(=O)n1-c1ccccc1)NCc1ccco1 | 1 | -7 | nt | i | i | i | i | i | i | -1 | i
Cc1ccc(-c2nc(S(=O)(=O)c3ccc(C)cc3)c(SCC(N)=O)o2)cc1 | 0 | -12 | -5 | i | i | i | i | i | i | -1 | i
Cc1cccc(NC(=O)C2CCCN2/C=C/C(=O)C(F)(F)F)c1C (configuration not stated) | -1 | -10 | 4 | i | i | i | i | i | i | 1 | i
Cc1ccc(CSc2nc3c(c(=O)[nH]2)CCC3)cc1 | 2 | -14 | 0 | i | i | i | i | i | i | 3 | i
O=C(NCCCN1CCOCC1)c1ccc(CSCc2cccc(Cl)c2)o1 | 6 | -13 | -1 | i | i | i | i | i | i | 0 | i
O=C(CCCN1C(=O)c2ccccc2C1=O)N1CCN(c2ccccn2)CC1 | -1 | -23 | 7 | i | i | i | i | i | i | 3 | i
Cc1cc(C)n(CC(=O)c2ccc(Cl)cc2)n1 | -3 | -4 | -2 | i | i | i | i | i | i | 0 | i
O=C(O)c1c2c(nc3ccccc13)/C(=C/c1ccccc1[N+](=O)[O-])CCC2 | -4 | -5 | 6 | i | i | i | i | i | i | nt | i
CC(=O)Oc1ccc(C(=O)Nc2ccc3c(c2)OCCO3)cc1 | 0 | -5 | 14 | i | i | i | i | i | i | -2 | i
CC1CC(=O)NN=C1c1cccs1 (configuration not stated) | 5 | -5 | nt | i | i | i | i | i | i | -2 | i
Cc1cc(C)c(NC(=O)CS(=O)CC(=O)Nc2cccnc2)c(C)c1 (configuration not stated) | nt | 8.0* | -12 | i | i | i | i | i | i | -1 | i
C#CCCOC(=O)N1C2=NC(C(=O)OC)=C(C(=O)OC)[C@@H]3N(C)c4ccc(OC)cc4[C@]23C[C@H]1C(=O)OC | -2 | -6 | -1 | i | i | i | i | i | i | -3 | i
C/C(CC(=O)NC1CCCCC1)=N\NC(=O)Cc1ccc(-c2ccccc2)cc1 | -2 | -10 | -2 | i | i | i | i | i | i | -1 | i
COc1ccc(N2CCN(C(=O)COC(=O)c3ccco3)CC2)cc1 | 1 | -6 | 3 | i | i | i | i | i | i | 5 | i
O=c1[nH]c(CN2CCCCC2)nc2ccccc12 | -2 | -2 | 5 | i | i | i | i | i | i | 1 | i
CC(=O)N1c2ccc(S(=O)(=O)N3CCCCC3)cc2CC1C(=O)NCc1ccccc1C (configuration not stated) | -8 | -6 | 4 | i | i | i | i | i | i | -2 | i
OCCN1CCOCCOCCN(CCO)CCN(CCO)CC1 | nt | -2 | 0 | i | i | i | i | i | i | 2 | i
O=C(CCC1CC(=O)Nc2ccccc21)NCc1cccnc1 (configuration not stated) | -2 | -2 | 0 | i | i | i | i | i | i | 3 | i
O=C(O)CCCC(=O)N1CCN(C(c2ccccc2)c2ccccc2)CC1 | nt | -12 | -3 | i | i | i | i | i | i | 1 | i
CCn1c(=O)c2c3c(sc2n2c(SCc4ccc(F)cc4)nnc12)CCCC3 | -4 | -9 | 0 | i | i | i | i | i | i | 1 | i
O=C(O)Cn1c(=O)c(-c2ccccc2)nc2ccccc21 | 1 | -6 | -2 | i | i | i | i | nt | i | 0 | i
CS(=O)(=O)N(CC(=O)N1CCN(c2ccccc2)CC1)C1CCCCC1 | 0 | -12 | -3 | i | i | i | i | i | i | -3 | i
Cc1nc2ccccc2c(=O)n1Cc1ccc([N+](=O)[O-])cc1 | 16 | -1 | nt | i | i | i | i | i | i | 0 | i
N#Cc1cnc(SCCc2ccccc2)nc1N | -2 | -10 | 7 | i | i | i | i | i | i | 1 | i
Cc1ccccc1OCc1nnc(SCC(=O)NCc2ccco2)n1C | 0 | -10 | -4 | i | i | i | i | i | i | -1 | i
O=C(NCCc1ccccc1)C(=O)NCC1CCCN1S(=O)(=O)c1cccs1 (configuration not stated) | -2 | -20 | 3 | i | i | i | i | i | i | -4 | i
COC(=O)[C@H](C(C)C)n1c(C)c(C(C)=O)c(C(C)=O)c1C | 2 | -4 | 2 | i | i | i | i | i | i | 3 | i
CCCCn1c(SCC(=O)NCc2ccco2)nc2ccccc2c1=O | -3 | -2 | 3 | i | i | i | i | i | i | -2 | i
COc1cccc(CN2CCC(n3nccc3NC(=O)C3CC3)CC2)c1 | -3 | -12 | 0 | i | i | i | i | i | i | 3 | i
CC(=Nc1ccc(C)c(C)c1)C1=C(O)CSC1=O | -2 | -4 | -1 | i | i | i | i | i | i | 3 | i
O=C(NC1CC1)c1ccc(CS(=O)c2ccccc2)o1 (configuration not stated) | -4 | -9 | 12 | i | i | i | i | i | i | 1 | i
CCOc1ccc(NC(=S)/C(=C(\[O-])c2ccc(C)c([N+](=O)[O-])c2)[n+]2ccccc2)cc1 | 0 | -5 | 1 | i | i | i | i | i | i | 0 | i
COc1ccccc1-n1c(CNc2ccc(F)cc2)nnc1SCC(=O)Nc1cc(C)on1 | 9 | -6 | -5 | i | i | i | i | i | i | 0 | i
O=c1c2c(nc3cc(-c4ccc(Br)cc4)[nH]n13)CCCC2 | 2 | -7 | 0 | i | i | i | i | i | i | 1 | i
CCN(CC(=O)NCc1cccs1)C(=O)/C=C/c1ccc(Cl)c(Cl)c1 | -4 | -14 | -4 | i | i | i | i | i | i | 3 | i
Cc1cc(C(=O)CSc2n[nH]c(N)n2)c(C)n1-c1ccccc1 | -4 | -9 | 6 | i | i | i | i | i | i | 0 | i
CC1=C(C(=O)O)N2C(=O)C(NC(=O)c3nn(C)c(C)c3Cl)C2SC1 (configuration not stated) | 0 | -8 | -3 | i | i | i | i | i | i | -6 | i
CNC(=S)Nn1cnc2ccccc21 | -1 | -8 | 3 | i | i | i | i | i | i | 0 | i
O=C(/C=C/c1ccccc1)CC(O)(c1ccccc1)C(F)(F)F (configuration not stated) | -7 | -10 | 4 | -10* | i | i | i | i | i | 1 | i
CSc1ccccc1NC(=O)Nc1ccc(Cl)cc1 | -2 | -16 | 1 | i | i | i | i | i | i | 2 | i
COc1ccc(CN(C)C(=O)c2cccc(NS(=O)(=O)c3ccccc3)c2)c(OC)c1 | 1 | -8 | 7 | i | i | i | i | i | i | 0 | i
CC(/C=N/n1c(COc2ccccc2)n[nH]c1=S)=C\c1ccccc1 | nt | -5 | -2 | i | i | i | i | i | i | 3 | i
C=C(C)Cn1c(NCCOC)nc2c1c(=O)[nH]c(=O)n2C | 4 | -8 | -18 | i | i | i | i | i | i | 1 | i
COc1cc2c(cc1OC)CN(C(=O)CCNS(=O)(=O)c1ccc(Br)cc1)CC2 | 5 | -12 | 21 | i | i | i | i | i | i | 1 | i
COc1cccc(C(=O)Nc2nnc(SCC(=O)NC3CC3)s2)c1 | -3 | -8 | 3 | i | i | i | i | i | i | 1 | i
CN(C)c1cc(NC(=O)CN2CCOCC2)c2ccccc2n1 | 2 | -6 | 2 | i | i | i | i | i | i | 1 | i
COc1ccc(C2(C(=O)Nc3nncs3)CCCC2)cc1 | 2 | -13 | -3 | i | i | i | i | i | i | 2 | i
N#Cc1ccc(NC(=O)Cn2c3[n+](c4ccc(C(F)(F)F)cc42)CCCCC3)cc1 | 1 | -15 | 5 | i | i | i | i | i | i | -2 | i
COc1ccc(NC(=O)COC(=O)C2C3CC4OC(=O)C2C4C3)cc1 (configuration not stated) | -4 | -6 | -8 | i | i | i | i | nt | i | nt | i
CCOc1ccc(NC(=O)CN2C(=O)C(C)SC(C)C2=O)cc1 (configuration not stated) | -1 | -1 | -1 | i | i | i | i | i | i | -1 | i
